Assay outcomes as filed in PubChem BioAssay.
FBA Mtb inh = Mtb FBA enzyme inhibitors, primary screen, biochemical, fluorescence, strain H37Rv; Fructose-bisphosphate aldolase (Mycobacterium tuberculosis (strain ATCC 25618 / H37Rv)), …; inhibition, % at 1 µM; purified M. tuberculosis FBA, fluorescence read-out; actives 2.3% (n = 360,000); in the data active means inhibition above about 27%;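 further: 0% = vehicle and 100% = reference inhibitor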
FadD28 binding = inhibitors of FadD28 bisubstrate probe binding, primary screen, biochemical, fluorescence polarization, single point; inhibition, % at 12.5 µM; actives 0.22% (n = 360,000); in the data active means inhibition above about 8.5%, passing the limit was not always enough; inconclusive means no clear call, values can overlap the other calls
MazEF act = activators of E. coli MazEF toxin-antitoxin RNase, primary screen, biochemical, fluorescence, uHTS | Endoribonuclease toxin MazF (Escherichia coli (strain K12)), P0AE70 | activation, % at 20 µM | actives 0.32% (n = 350,000) | FAM/BHQ RNA-DNA oligo cleavage fluorescence, 5 h | AID 504720, 2011; in the data active means activation above about 50%
Target sequence (P0AE70 whole entry, looked up): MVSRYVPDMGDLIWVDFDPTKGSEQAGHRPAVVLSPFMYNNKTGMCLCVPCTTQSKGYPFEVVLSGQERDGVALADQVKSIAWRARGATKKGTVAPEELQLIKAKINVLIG
Mtb BioA inh = M. tuberculosis BioA enzyme inhibitors, primary screen, biochemical, plate reader, single point, HTS. 7,8-diaminopelargonic acid synthase BioA (Mycobacterium tuberculosis). purified M. tuberculosis BioA enzyme. inhibition, % at 9.99 µM. actives 0.096% (n = 360,000); in the data active means inhibition above about 40%; inconclusive means no clear call, values can overlap the other calls
UGM FP inh = M. tuberculosis UGM enzyme inhibitors, primary screen, biochemical, fluorescence polarization, single point; UDP-galactopyranose mutase (Mycobacterium tuberculosis (strain ATCC 25618 / H37Rv)), …; purified UGM, fluorescence polarization probe displacement; inhibition, % at 10 µM; actives 0.06% (n = 320,000); AID 504406, 2011; in the data active means inhibition above about 10%, passing the limit was not always enough; inconclusive means no clear call, values can overlap the other calls
Target sequence (P9WIQ1 whole entry, looked up): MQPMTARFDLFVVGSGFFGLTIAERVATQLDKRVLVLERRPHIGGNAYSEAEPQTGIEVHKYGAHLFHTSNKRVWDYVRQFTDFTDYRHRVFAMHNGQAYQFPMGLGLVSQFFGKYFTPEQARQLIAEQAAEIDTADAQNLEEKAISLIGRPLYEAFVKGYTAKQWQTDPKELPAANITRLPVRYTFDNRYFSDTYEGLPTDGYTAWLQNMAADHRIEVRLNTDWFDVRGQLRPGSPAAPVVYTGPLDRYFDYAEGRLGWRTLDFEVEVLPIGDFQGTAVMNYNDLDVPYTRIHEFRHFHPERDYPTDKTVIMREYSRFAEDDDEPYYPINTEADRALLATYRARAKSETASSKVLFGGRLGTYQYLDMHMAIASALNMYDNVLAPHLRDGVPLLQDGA
PrPC TRFRET = inhibitors of human cell surface prion protein PrPC, primary screen, cell-based, TR-FRET | Major prion protein (Homo sapiens), P04156 | TR-FRET read-out | inhibition, % at 13.8 µM | actives 0.43% (n = 370,000) | AID 720596, 2013; in the data active means inhibition above about 24%; further: 0% = median of the test wells and 100% = reference compound wells
GDH-TPI counter = GDH-TPI coupling enzyme inhibitors, primary screen, artefact control for M. tuberculosis FBA inhibitor project, biochemical, absorbance, full deck; inhibition, % at 4.8 µM; GDH-TPI coupled enzyme counterscreen, NADH absorbance; actives 1.2% (n = 360,000); AID 588335, 2011; in the data active means inhibition above about 30%;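 further: 0% = DMSO wells and 100% = wells lacking the enzyme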
Rv3671c protease = Rv3671c serine protease inhibitors, primary screen, biochemical, fluorescence polarization, M. tuberculosis H37Rv | P9WHR9 | inhibition, % at 5.96 µM | actives 0.048% (n = 320,000) | AID 2606, 2010; in the data active means inhibition above about 38%;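 further: extracellular domain of Rv3671c used as enzyme; 0% = enzyme with DMSO and 100% = no enzyme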
Target sequence (P9WHR9 whole entry, looked up, the tested form may be a part): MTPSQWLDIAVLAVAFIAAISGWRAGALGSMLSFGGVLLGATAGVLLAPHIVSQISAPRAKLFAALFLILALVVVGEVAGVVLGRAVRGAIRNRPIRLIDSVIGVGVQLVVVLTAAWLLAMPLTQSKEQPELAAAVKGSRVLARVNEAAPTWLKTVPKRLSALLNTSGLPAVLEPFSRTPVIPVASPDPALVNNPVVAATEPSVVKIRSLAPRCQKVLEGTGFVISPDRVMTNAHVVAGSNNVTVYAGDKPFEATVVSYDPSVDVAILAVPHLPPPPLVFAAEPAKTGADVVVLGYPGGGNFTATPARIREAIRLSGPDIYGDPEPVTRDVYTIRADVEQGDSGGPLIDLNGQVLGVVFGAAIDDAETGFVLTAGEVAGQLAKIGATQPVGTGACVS
BoNT-F LC inh = BoNT/F light chain protease inhibitors, primary screen, biochemical, flow cytometry, MLPCN library; Botulinum neurotoxin type F light chain protease (Clostridium botulinum); Multiplex microsphere protease cleavage assay; inhibition, % at 10 µM; actives 0.22% (n = 360,000); AID 588497, 2011; in the data active means inhibition above about 35%, passing the limit was not always enough; inconclusive means no clear call, values can overlap the other calls; further: plate controls were buffer without enzyme for full effect and enzyme alone for no effect
Numbers without * were called inactive; ? = inconclusive; · = not tested or not shown.

SMILES	FBA Mtb inh	FadD28 binding	MazEF act	Mtb BioA inh	UGM FP inh	PrPC TRFRET	GDH-TPI counter	Rv3671c protease	BoNT-F LC inh
Cc1ccc(-n2cc(CN3CCNC(=O)CC3)c(-c3ccc(F)cc3)n2)cc1	-4	-1.7	5	3.0	-5.5	3	5	0	6
CC1CN(C(=S)Nc2ccccc2)N(c2ccccc2)C1 (stereo not given)	1	-5.2	1	·	1.8	2	5	1	-4
Cc1nn(-c2ccccc2)c(C)c1NC(=O)COc1ccc(F)cc1Cl	2	-4.2	-9	·	0.6	11	6	4	-7
O=C(O)c1ccc(S(=O)(=O)c2ccc3c(c2)C(=O)N(NC(=O)c2cccnc2)C3=O)cc1	0	-3.0	0	·	-1.5	0	-4	3	-5
O=C(CSC1=NNC(c2ccccn2)S1)Nc1ccc(C(F)(F)F)cc1 (stereo not given)	-2	-0.4	-4	-1.0	0.4	7	32*	2	·
O=C(CSc1ncccn1)NC(=O)NCc1ccco1	1	-1.4	4	-2.4	-0.5	-3	3	-1	-4
COc1ccccc1C(=O)Nc1nc2ccccc2s1	0	0.6	3	-0.7	1.5	4	0	-5	?
CCN(CC(=O)NCc1ccc(Cl)cc1)C(=O)CSCC(=O)Nc1ccc(C)cc1	0	-2.1	4	-0.6	3.3	1	-6	-11	-6
CC1(C(=O)OCC(=O)NC(=O)NCc2ccccc2)CC1(Cl)Cl (stereo not given)	0	-2.6	1	·	1.8	2	-8	3	-4
CCOC(=O)C1CCN(c2cc(C)nc3cc(-c4cccc(F)c4)nn23)CC1	2	0.0	-1	-1.7	-0.1	4	21	0	-14
O=C(c1ccccc1)C1(c2ccccc2)OC1c1ccccc1 (stereo not given)	-1	0.3	1	-1.0	·	-2	6	·	-4
C/C(=N\OCC(=O)OCC(=O)NC(=O)c1ccccc1)c1ccc2c(c1)OCO2	3	-1.3	-1	-0.6	1.7	2	-2	10	3
CCN(C(=O)CN1C(=O)S/C(=C\c2ccc(Cl)cc2)C1=O)C1CCS(=O)(=O)C1 (stereo not given)	0	0.8	1	0.8	1.9	0	34*	-4	2
Cc1cn(S(=O)(=O)c2cc(Br)ccc2Br)cn1	1	-0.6	7	-0.1	0.6	6	6	-2	18
COC(=O)c1ccc(COc2ccc(-c3nnn(CC(N)=O)n3)cc2)cc1	0	-6.3	-26	·	-0.7	1	3	1	-7
O=C(NNS(=O)(=O)c1ccccc1)c1cc2cc3ccccc3nc2s1	0	-5.0	-4	·	-2.0	-10	11	-16	5
CCOc1ccccc1N(CC(=O)NCC1CCCO1)C(=O)CCC(=O)Nc1ccccn1 (stereo not given)	4	-1.6	8	·	·	1	3	·	0
O=C(Nc1ccc(NC(=O)c2ccc(Cl)cc2Cl)cc1)c1ccc2c(c1)OCO2	1	0.0	5	-1.8	0.1	3	16	-2	-8
CCOC(=O)c1[nH]cnc1N=Nc1c(O)ccc2ccccc12	-4	-1.8	36	·	-1.7	-13	5	7	-12
N#CCC(=O)N/N=C1\CCCCC1C1CCCCC1 (stereo not given)	-3	-0.9	-7	·	-0.3	7	0	-10	1
CC(=O)N1c2ccc(S(=O)(=O)N3CCC(C(=O)Nc4cc(C)ccn4)CC3)cc2CC1C (stereo not given)	2	-2.5	6	0.3	-1.3	16	10	6	-2
O=C(Cc1ccc(Cl)cc1)Nc1ccccc1C(=O)Nc1ccc(C(=O)O)cc1	3	-3.1	10	·	-1.6	-6	-7	3	-6
Cc1ccc(C2(c3ccccc3)NC(=O)N(CC(=O)NC3(C#N)CCCC3)C2=O)cc1C (stereo not given)	2	-0.7	5	-6.3	0.3	-9	4	1	-3
Cn1c(=O)c2ncn(CC(=O)NCCC3=CCCCC3)c2n(C)c1=O	2	-3.5	-14	·	-0.7	-7	-3	-4	27
CN(C)S(=O)(=O)c1cccc(N=C2NN=C(c3ccccc3)CS2)c1	·	·	0	·	3.5	5	·	1	·
SMILES	FBA Mtb inh	FadD28 binding	MazEF act	Mtb BioA inh	UGM FP inh	PrPC TRFRET	GDH-TPI counter	Rv3671c protease	BoNT-F LC inh
CCOC(=O)c1sc(NC(=O)Cn2nnc3sc4c(c3c2=O)CCC(C(C)(C)C)C4)nc1C (stereo not given)	2	0.1	-1	-0.5	-0.4	-3	10	-34	-2
COc1ccccc1N1CCN(C(=O)c2ccc(N(C)S(=O)(=O)c3ccccc3)cc2)CC1	-1	·	-4	-0.4	-1.5	-5	-4	-2	-2
O=C(c1ccc(F)cc1F)N1CCN(S(=O)(=O)c2ccc3c(c2)OCCO3)CC1	-1	-2.0	2	-1.8	0.1	12	-2	0	4
CC(C)N(CCCNC(=O)CC1Oc2ccccc2NC1=O)Cc1ccccc1 (stereo not given)	-3	-2.4	16	-1.5	0.4	-7	0	-9	-1
CCCCCCCCNCCS(=O)(=O)NC1CCCCC1	1	-1.9	4	4.6	·	2	0	·	-13
CC(=O)Nc1cccc(NC(=O)c2cc(C)on2)c1	0	-1.6	2	1.5	-0.8	3	3	-2	-17
CC(C)(CS(=O)(=O)[O-])NC(=O)CC[N+](C)(C)CCO	5	-0.6	0	·	-1.4	4	3	7	11
Cc1ccc(S(=O)(=O)NC2CCCCC2)cc1C(=O)N1CCC(C(N)=O)CC1	-3	-3.6	4	-1.1	0.8	6	-2	0	2
COC(=O)c1ccccc1NC(=O)C1CCN(S(=O)(=O)c2cc(OC)ccc2OC)CC1	2	-2.7	3	2.1	-0.6	1	3	-3	-1
CN(C)c1nnnn1Cc1ccccc1	-1	-0.4	-3	·	2.0	-3	4	-6	2
Cc1ccccc1-c1nc(P(=O)(c2ccccc2)c2ccccc2)c(N2CCOCC2)o1	4	-0.4	-4	·	0.7	9	1	6	-12
O=S(=O)(NCc1ccc(F)cc1)c1ccc2c(c1)OCCO2	-1	-0.7	-1	0.7	3.6	-2	1	-7	1
CCC(C)(C)n1nnnc1C(c1ccccn1)N1CCN(c2cccc(OC)c2)CC1 (stereo not given)	-1	-0.5	-6	-1.1	0.9	3	-4	2	7
O=P(O)(Oc1ccccc1)OC(c1ccccc1)C(F)(F)F (stereo not given)	2	-1.6	-3	1.4	-0.8	-3	1	2	-8
Cc1ccc(OCC(=O)NN=C2C3CC4CC(C3)CC2C4)cc1	-6	·	5	6.5	1.9	-3	10	0	-2
Cc1ccc(OCCOc2cccc(C=C3C(=O)NC(=O)NC3=O)c2)c(C)c1	-2	0.7	-4	-0.5	4.7	-8	1	-4	3
CC1(C)N(O)CC(c2cccs2)=[N+]1[O-]	-1	-3.5	-2	-1.5	0.6	5	-5	8	-4
CCOc1ccc(N=C2SC(C(=O)O)CC(=O)N2C)cc1 (stereo not given)	-1	-3.7	6	-0.6	1.9	0	-4	1	3
CCCCOc1ccccc1C1CC(=O)NC2=C1C(=O)CCC2 (stereo not given)	4	1.0	-10	0.0	-0.9	6	1	-2	2
CC(=O)Nc1ncc2c(n1)CC(c1ccco1)CC2=O (stereo not given)	0	-4.5	1	0.0	-1.5	7	-1	-6	-3
CCc1ccc(N2CC(C)Cn3c2nc2c3c(=O)[nH]c(=O)n2C)cc1 (stereo not given)	2	-2.0	7	·	3.2	4	-1	9	-13
CCN(CC)CCCOC(=O)c1ccc(OC)cc1O	0	-2.9	7	·	0.4	-4	1	7	10
C=CCCCCCCCCc1nc(SCC(=O)O)n[nH]1	-3	-1.0	8	-1.5	2.9	2	10	0	-6
C/C=C/COC(=O)C1=C(C)NC(=O)NC1c1ccc2c(c1)OCO2 (stereo not given)	-1	-3.1	-11	1.5	-1.5	-1	-6	4	?
CCN(CC)CCCN=C(C)c1c(O)n(C2CCCCC2)c(=O)[nH]c1=O	4	-0.5	-16	-0.5	-1.1	-7	2	5	-4

Part of the list above in order of count of non-hydrogen atoms, largest number first:
SMILES	FBA Mtb inh	FadD28 binding	MazEF act	Mtb BioA inh	UGM FP inh	PrPC TRFRET	GDH-TPI counter	Rv3671c protease	BoNT-F LC inh
CCOC(=O)c1sc(NC(=O)Cn2nnc3sc4c(c3c2=O)CCC(C(C)(C)C)C4)nc1C (stereo not given)	2	0.1	-1	-0.5	-0.4	-3	10	-34	-2
COC(=O)c1ccccc1NC(=O)C1CCN(S(=O)(=O)c2cc(OC)ccc2OC)CC1	2	-2.7	3	2.1	-0.6	1	3	-3	-1
CCC(C)(C)n1nnnc1C(c1ccccn1)N1CCN(c2cccc(OC)c2)CC1 (stereo not given)	-1	-0.5	-6	-1.1	0.9	3	-4	2	7
O=C(c1ccc(F)cc1F)N1CCN(S(=O)(=O)c2ccc3c(c2)OCCO3)CC1	-1	-2.0	2	-1.8	0.1	12	-2	0	4
Cc1ccc(OCCOc2cccc(C=C3C(=O)NC(=O)NC3=O)c2)c(C)c1	-2	0.7	-4	-0.5	4.7	-8	1	-4	3
CCN(CC)CCCN=C(C)c1c(O)n(C2CCCCC2)c(=O)[nH]c1=O	4	-0.5	-16	-0.5	-1.1	-7	2	5	-4
CCc1ccc(N2CC(C)Cn3c2nc2c3c(=O)[nH]c(=O)n2C)cc1 (stereo not given)	2	-2.0	7	·	3.2	4	-1	9	-13
Cc1ccc(OCC(=O)NN=C2C3CC4CC(C3)CC2C4)cc1	-6	·	5	6.5	1.9	-3	10	0	-2
O=P(O)(Oc1ccccc1)OC(c1ccccc1)C(F)(F)F (stereo not given)	2	-1.6	-3	1.4	-0.8	-3	1	2	-8
CCOc1ccc(N=C2SC(C(=O)O)CC(=O)N2C)cc1 (stereo not given)	-1	-3.7	6	-0.6	1.9	0	-4	1	3
C=CCCCCCCCCc1nc(SCC(=O)O)n[nH]1	-3	-1.0	8	-1.5	2.9	2	10	0	-6
CC(=O)Nc1cccc(NC(=O)c2cc(C)on2)c1	0	-1.6	2	1.5	-0.8	3	3	-2	-17

(list continues)
SMILES	FBA Mtb inh	FadD28 binding	MazEF act	Mtb BioA inh	UGM FP inh	PrPC TRFRET	GDH-TPI counter	Rv3671c protease	BoNT-F LC inh
CCOC(=O)c1[nH]c2ccccc2c1NC(C)=O	7	-0.3	6	2.5	0.5	-4	-2	-3	2
CSc1nsc(SCC(=O)Nc2cc(C(=O)O)ccc2C)n1	-1	-2.2	4	-1.2	-2.0	-2	0	-6	2
CSc1ccc(CN(C)CC(=O)Nc2ccccc2Br)cc1	0	-2.4	-15	·	0.3	5	10	-1	1
CCOc1ccc(NC(=O)CC2C(=O)N(c3ccc(OC)cc3)C(=S)N2Cc2ccccn2)cc1 (stereo not given)	2	-1.0	10	1.6	-5.5	-8	-4	11	4
O=c1[nH]cnc2ccccc12	0	-1.9	5	-2.0	-0.9	-1	8	-6	-1
CCOC(=O)C1(C)CCCN1C(=O)c1ccc(C(F)(F)F)nc1C (stereo not given)	-1	-0.9	·	-0.9	·	7	8	·	0
Cc1ccc(NC(=O)CSc2cccc[n+]2[O-])c([N+](=O)[O-])c1	1	-2.3	-1	·	-0.2	-11	4	5	-4
Cc1ccsc1C1Nc2ccc3ncccc3c2C2=C1C(=O)CC(C)(C)C2 (stereo not given)	-3	-0.5	-1	0.0	3.8	-8	28	8	-1
Cc1ccc2nc(-c3ccc(NC(=O)CSCC(=O)O)cc3)sc2c1	199*	-6.3	8	1.2	0.7	18	49*	-6	-9
CCOc1ccc(/C=C/C(=O)N(CC)CC(=O)Nc2c(F)cccc2F)cc1OC	10	-3.3	6	-0.4	·	-2	32*	·	-7
